Bioassay records (PubChem)
TWEAK-Fn14 inh – inhibitors of TWEAK-Fn14 interaction signaling. inhibition, % at 10 µM. TWEAK-stimulated Fn14 reporter cells, luciferase luminescence, 8 h. AID 1159606. 2% of 360,000 active; in the data active means inhibition above about 50%
LMP1 NFkB inh – inhibitors of Epstein-Barr LMP1-induced NF-kappaB reporter; LMP1-induced NF-kappaB luciferase reporter cells, luminescence; inhibition, % at 12.5 µM; 0.69% of 350,000 active; in the data active means inhibition above about 41%;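 further: 0% = neutral control wells and 100% = reference inhibitor control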
LRH-1 inv ag – inverse agonists of human LRH-1 (NR5A2); O00482; inhibition, % at 3.6 µM; HEK293T StAR-luciferase reporter, LRH-1 transfected, 24 h; 0.13% of 360,000 active;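 active means inhibition above the mean inhibition of all tested compounds plus 3 SD, cut at about 73% in these data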;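 further: 0% = DMSO wells and 100% = reporter-only cells lacking LRH-1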
TLR9-MyD88 block – inhibitors of human TLR9-MyD88 binding. CHO BLA complementation TLR9-MyD88, CCF4 FRET ratio. 0.21% of 340,000 active. inhibition, % at 4.98 µM. Q9NR96+Q99836;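 active means inhibition above the mean over all tested compounds plus 3 SD, cut at about 21% in these data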;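 further: 0% = DMSO only wells and 100% = clavulanate BLA inhibitor control wells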
NCOA3 inh – human NCOA3 inhibition; Q9Y6Q9; HEK293 GAL4-SRC3 luciferase reporter, luminescence; inhibition, % at 3.6 µM; 0.17% of 360,000 active;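 active means inhibition above a per-campaign cutoff, the mean of all compounds plus 3 SD, cut at about 60% in these data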;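 further: 0% = DMSO-treated cells and 100% = gossypol-treated cells at 36 µM; higher means less SRC3-driven luciferase light from the GAL4 reporter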
NR2F2 inh – NR2F2 (human) inhibition, primary screen; HEK293T NGFI-A luciferase reporter, luminescence; P24468; 0.7% of 370,000 active; inhibition, % at 8.6 µM;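 active means inhibition above a per-plate cutoff, mean inhibition of test wells between control levels plus 3 SD, cut at about 38% in these data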;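 further: cells cotransfected with COUP-TFII expression vector driving the NGFI-A reporter; 0% = median of COUP-TF2 test wells and 100% = reporter-only cells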
C8 TRAIL sens – caspase-8 TRAIL sensitization. NB7+C8 cells + TRAIL, ATPlite viability luminescence. inhibition (viability loss, TRAIL sensitization), % at 10 µM. 1% of 360,000 active;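 active means compounds causing at least 50% loss of cell viability in the single-dose screen, relative to plate controls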
NOD2-RIPK2 inh – inhibitors of human NOD2-RIPK2 interaction. inhibition, % at 4.98 µM. 0.38% of 360,000 active. CHO BLA complementation NOD2-RIPK2, CCF4 ratio; in the data active means inhibition above about 21%;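 further: 0% = vehicle only and 100% = reference blocker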
TROY signal inh – blocks TROY-dependent signaling in reporter cells; Q293 LMP1-TROYcd NF-kB luciferase reporter, 4 h; 0.98% of 360,000 active; inhibition, % at 10 µM;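 active means compounds whose plate-normalised and pattern-corrected inhibition of the luciferase reporter signal at the single screening dose is 50% or more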
NCOA2 inhibitor – inhibits human steroid receptor coactivator 2 | HEK293 GAL4-SRC2 luciferase reporter, luminescence | inhibition, % at 9 µM | 0.17% of 370,000 active;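 active means inhibition above the mean inhibition of all tested compounds plus 3 SD, set per campaign, cut at about 52% in these data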;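 further: 0% = DMSO treated cells and 100% = cells given Gossypol at 36 µM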
Target sequence (Q15596 whole entry, looked up, the tested form may be a part): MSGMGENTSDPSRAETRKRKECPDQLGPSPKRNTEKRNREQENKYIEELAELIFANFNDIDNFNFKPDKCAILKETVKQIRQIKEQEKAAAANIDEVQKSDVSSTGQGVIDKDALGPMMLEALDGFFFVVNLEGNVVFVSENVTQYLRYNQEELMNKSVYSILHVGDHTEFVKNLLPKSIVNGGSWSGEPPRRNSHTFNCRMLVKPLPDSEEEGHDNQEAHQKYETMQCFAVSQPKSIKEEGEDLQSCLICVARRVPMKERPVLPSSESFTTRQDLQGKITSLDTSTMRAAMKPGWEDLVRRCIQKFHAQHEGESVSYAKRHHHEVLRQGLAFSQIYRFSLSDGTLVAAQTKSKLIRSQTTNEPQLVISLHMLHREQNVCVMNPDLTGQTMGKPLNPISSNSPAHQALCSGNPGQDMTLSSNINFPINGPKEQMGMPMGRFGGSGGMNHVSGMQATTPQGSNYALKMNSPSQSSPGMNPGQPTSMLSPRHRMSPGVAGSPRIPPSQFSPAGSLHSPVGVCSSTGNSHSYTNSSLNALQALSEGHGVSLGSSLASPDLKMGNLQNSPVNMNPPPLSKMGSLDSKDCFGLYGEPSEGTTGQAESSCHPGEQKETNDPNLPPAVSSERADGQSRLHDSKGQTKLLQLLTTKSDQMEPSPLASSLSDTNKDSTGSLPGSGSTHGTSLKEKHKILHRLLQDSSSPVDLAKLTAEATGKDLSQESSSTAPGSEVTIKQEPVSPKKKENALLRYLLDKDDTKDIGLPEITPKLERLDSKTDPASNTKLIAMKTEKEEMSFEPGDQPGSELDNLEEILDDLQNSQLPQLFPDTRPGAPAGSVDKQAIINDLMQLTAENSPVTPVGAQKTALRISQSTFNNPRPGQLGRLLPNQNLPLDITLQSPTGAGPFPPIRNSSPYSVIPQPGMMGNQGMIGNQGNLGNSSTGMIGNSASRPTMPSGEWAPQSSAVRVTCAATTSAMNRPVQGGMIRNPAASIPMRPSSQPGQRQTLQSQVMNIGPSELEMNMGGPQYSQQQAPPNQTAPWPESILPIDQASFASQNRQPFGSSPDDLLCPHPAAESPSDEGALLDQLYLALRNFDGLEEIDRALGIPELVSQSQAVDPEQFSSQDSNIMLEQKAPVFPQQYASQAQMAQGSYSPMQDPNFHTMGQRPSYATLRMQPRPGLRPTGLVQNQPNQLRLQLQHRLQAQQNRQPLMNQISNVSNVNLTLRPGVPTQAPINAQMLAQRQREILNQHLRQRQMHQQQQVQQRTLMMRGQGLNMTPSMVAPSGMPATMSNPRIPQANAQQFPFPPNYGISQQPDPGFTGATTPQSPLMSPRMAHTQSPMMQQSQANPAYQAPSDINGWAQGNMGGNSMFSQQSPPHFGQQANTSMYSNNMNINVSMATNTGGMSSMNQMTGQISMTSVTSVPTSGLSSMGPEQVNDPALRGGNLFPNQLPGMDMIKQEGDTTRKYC
SRC1 inh – human NCOA1 inhibition; inhibition, % at 3.6 µM; Q15788; 0.12% of 360,000 active; HEK293 GAL4-SRC1 luciferase reporter, luminescence;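 active means inhibition above the campaign mean plus 3 SD, with each screening campaign given its own cutoff, cut at about 60% in these data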;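 further: 0% = DMSO treated cells and 100% = gossypol at 36 µM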
* hit, by the source's call; nt = not tested or not shown. A portion of the library (hit frequency here may not be typical).

SMILES	TWEAK-Fn14 inh	LMP1 NFkB inh	LRH-1 inv ag	TLR9-MyD88 block	NCOA3 inh	NR2F2 inh	C8 TRAIL sens	NOD2-RIPK2 inh	TROY signal inh	NCOA2 inhibitor	SRC1 inh
Cc1ccc(S(=O)(=O)Cn2nnnc2C(c2ccccn2)N2CCN(c3ccccc3)CC2)cc1 (configuration not stated)	8	-9	16	5	9	20	-1	5	5	2	-16
CC(=O)CSc1nnc(CN2C(=O)CSc3ccc(C(F)(F)F)cc32)n1C	-7	2	-9	-6	0	-16	-16	-4	10	7	8
COc1ccc(-c2c(C)n([O-])c3c([n+]2=O)CCCC3)c(OC)c1	4	-3	-21	-13	6	8	7	-5	-10	-21	1
CC1CCN(CC(=O)Nc2ccc(S(=O)(=O)N3CCCCC3)cc2)CC1	6	-1	11	-8	16	4	8	5	26	11	10
CC(=O)c1c(C)[nH]c(C(=O)OCC(=O)Nc2cc(S(=O)(=O)N3CCCC3)ccc2Cl)c1C	39	16	34	-9	32	-19	17	2	25	2	23
COc1cccc(-c2cccc(NC(=O)C3CCN(C4CCC4)CC3)c2)c1	6	3	-4	-6	10	-16	1	2	0	-23	9
CCOC(=O)N1CCN(C(=O)c2cn(CC)c3ccc(S(=O)(=O)N4CCOCC4)cc3c2=O)CC1	-29	-2	14	-7	5	14	-2	5	-4	19	-45
CCOC(=O)c1c(NC(=O)C2C3C=CC(CC3)C2C(=O)O)sc(C)c1C (configuration not stated)	4	-7	0	7	12	2	-4	10	-2	5	0
Cc1sc(NC(=O)Cn2cnnn2)nc1-c1ccc(Cl)cc1	-6	1	-1	16	9	1	-8	4	6	-18	-10
CCc1nnc(N/N=C\c2ccc(OC(C)=O)c(OC)c2)n1N	1	5	18	-1	-31	-2	-19	9	-18	-16	-2
C=CCOc1ccccc1CN(C(=O)CCl)c1ccc2c(c1)OCO2	26	1	49	-3	-6	0	96*	-7	-2	31	-20
O=C(CSC(=S)N1CCCC1)N1CCN(S(=O)(=O)c2cccc([N+](=O)[O-])c2)CC1	2	3	21	10	14	21	-18	4	-1	-18	-8
COCCn1c(C)cc(/C=C(\C#N)C(=O)OCC(=O)Nc2ccc(S(N)(=O)=O)cc2)c1C	1	7	42	-10	-5	-13	-2	2	-15	-31	0
CC1C/C(=N\NC(=O)c2ccc(NS(=O)(=O)c3ccc(Br)cc3)cc2)CC(C)(C)C1 (configuration not stated)	-4	-4	2	-8	-19	-16	-9	-1	-19	16	-22
Cc1ccccc1N1CC(C(=O)Nc2ccncc2)CC1=O (configuration not stated)	-2	3	-5	-2	7	8	7	-2	-8	-2	-12
O=C1CN=C(Nc2ccccc2Cl)N1c1ccccc1	-9	1	11	-6	-4	1	-4	4	0	0	-10
COc1ccc2[nH]c3c(c2c1)CCN1C(=O)N([C@@H](C)C(=O)NC2CCN(Cc4ccccc4)CC2)C(=O)[C@]31C	4	-9	-43	-13	-12	-1	-16	-1	-1	-48	8
COc1ccc(C(C(=O)NC(C)(C)C)N(CCC(C)C)C(=O)CCC(=O)Nc2cc(C)on2)cc1 (configuration not stated)	6	-9	18	0	19	27	6	-4	0	6	5
CCOC(=O)C1CCN(C(=O)CCCNC(=O)Cn2cnc3sc(C)c(C)c3c2=O)CC1	22	-3	-13	-3	-21	-2	1	-10	7	-24	18
Cc1ccc(NC(=O)c2cc(-c3cc(Cl)ccc3C)n[nH]2)cc1NS(C)(=O)=O	64*	nt	30	nt	5	50*	21	-7	38	7	22
COc1ccc2c(C)cc(SCC(=O)Nc3c(C)n(C)n(-c4ccccc4)c3=O)nc2c1	5	1	19	-8	-4	2	8	-5	-6	0	-13
COc1ccc(C(=O)NNS(=O)(=O)c2ccccc2)cc1OC	2	-15	5	5	-17	-4	-16	-8	7	7	-10
CCO[C@H]1OC(C(=O)N2CCN(Cc3ccc4c(c3)OCO4)CC2)=C[C@@H](C)[C@@H]1CCCO	1	-1	10	7	4	-9	-3	-9	6	5	2
COc1cccc(CNC(=O)CN2C(=O)CSc3ccc(S(=O)(=O)N4CCCCC4)cc32)c1	-1	-8	16	4	15	7	1	3	-7	-9	3

Three of these compounds, reformatted.
Values in the order – TWEAK-Fn14 inh | LMP1 NFkB inh | LRH-1 inv ag | TLR9-MyD88 block | NCOA3 inh | NR2F2 inh | C8 TRAIL sens | NOD2-RIPK2 inh | TROY signal inh | NCOA2 inhibitor | SRC1 inh
CCOC(=O)c1c(NC(=O)C2C3C=CC(CC3)C2C(=O)O)sc(C)c1C (configuration not stated)
  4 | -7 | 0 | 7 | 12 | 2 | -4 | 10 | -2 | 5 | 0
COc1ccc2c(C)cc(SCC(=O)Nc3c(C)n(C)n(-c4ccccc4)c3=O)nc2c1
  5 | 1 | 19 | -8 | -4 | 2 | 8 | -5 | -6 | 0 | -13
Cc1ccc(S(=O)(=O)Cn2nnnc2C(c2ccccn2)N2CCN(c3ccccc3)CC2)cc1 (configuration not stated)
  8 | -9 | 16 | 5 | 9 | 20 | -1 | 5 | 5 | 2 | -16

Remaining list, next part
SMILES	TWEAK-Fn14 inh	LMP1 NFkB inh	LRH-1 inv ag	TLR9-MyD88 block	NCOA3 inh	NR2F2 inh	C8 TRAIL sens	NOD2-RIPK2 inh	TROY signal inh	NCOA2 inhibitor	SRC1 inh
COc1cccc(/C=C2\SC(=N)N(c3ccc(F)cc3)C2=O)c1	13	2	10	7	22	-6	-5	7	-56	-32	2
CC[C@@]12C(=O)N(c3cccc(Br)c3)C(=O)N1[C@H](c1ccc(Br)cc1)[C@@H]1C(=O)N(C(C)(C)C)C(=O)[C@@H]12	16	2	-7	3	-23	4	5	-3	-17	-3	-10
COc1ccc(C(=O)Nc2cc(-c3ccccc3)nn2-c2ccccc2F)cc1	-79	2	-19	-3	-7	4	5	-8	-25	-6	3
COc1ccc(-n2c(O)c(/C=N/NS(=O)(=O)c3ccc(C)c([N+](=O)[O-])c3)c3ccccc3c2=O)cc1OC	0	-3	5	13	11	1	-14	-2	-14	13	-5
O=C(NCCN1CCCCC1)c1ccc2c(c1)OCCO2	-29	-10	-16	4	-30	-12	-13	12	-32	-18	-31
Cc1cc(NC(=O)c2ccc(C)s2)n(-c2ccccc2)n1	1	-2	1	-11	6	2	16	2	-2	-3	-40
CCSc1ccccc1C(=O)Nc1nncs1	-3	3	0	9	-1	-11	-3	-8	2	-3	-10
O=C(c1ccc(Cl)nc1)N1CCN(S(=O)(=O)c2ccccc2)CC1	13	-3	-14	-14	23	-1	-15	1	-2	-19	-18
O=C(NCCCN1CCCC1=O)c1cc(-c2cccnc2)nc2ccc(Cl)cc12	-2	-2	13	2	-3	11	-10	8	-14	-8	-16
CCCCCCSc1nsc(N)n1	5	0	-35	4	-30	-18	-2	-6	-50	-55	-33
COc1ccc(CN(CC(=O)NCc2ccco2)C(=O)CCC(=O)Nc2nccs2)cc1	3	-10	17	2	23	-17	0	-3	-3	-11	3
Oc1cccc(/C=N/Nc2ccc(Cl)nn2)c1O	-1	-5	1	-1	32	-9	43	0	-26	33	-17
CCCCN1C(=O)C(CC(=O)NC(c2ccccc2)c2ccccc2)CC(C(=O)N(CC)CC)=C1C (configuration not stated)	4	3	23	4	9	17	-3	-9	7	6	3
COc1ccc(CC(C(=O)Nc2cccc(F)c2)c2nn[nH]n2)c(OC)c1 (configuration not stated)	51*	-14	-4	-12	9	21	-10	-13	65*	-11	1
O=C(CCc1nnc2ccc(NCc3ccco3)nn12)Nc1ccccc1F	40	10	11	-2	-29	-5	8	6	-8	-3	-30
Cc1nc(Cl)sc1C(=O)Nc1ccc(C(F)(F)F)cc1	-7	9	15	-6	2	3	-6	7	-55	-17	-4
CCOc1cc(/C=N\NC(=O)c2ccc(NC(=O)CC)cc2)ccc1OC(=O)c1ccccc1	-100	-1	5	6	10	-5	46	0	-36	11	-4
Cc1cccc(NC(=O)c2ccc3[nH]c(=O)c(=O)[nH]c3c2)n1	4	2	-6	-4	1	2	4	-14	-2	-2	11
O=C(c1ccccc1Sc1ccccc1[N+](=O)[O-])N1CCCCC1	2	-6	4	-3	16	2	-26	-3	3	18	24
C[C@@H]1CN([C@@H](C)CO)C(=O)c2cc(NS(C)(=O)=O)ccc2O[C@@H](C)CCCCO[C@H]1CN(C)C(=O)Nc1ccc2c(c1)OCO2	-5	-3	-7	11	1	-9	-15	-1	-6	-14	8
COc1cccc(-c2nc(C(=O)NCC3CCCO3)cc3c2[nH]c2ccccc23)c1 (configuration not stated)	34	8	30	-6	6	10	21	-15	2	14	-26
CCOC(=O)c1sc(NC(=O)Cn2nnc3sc4c(c3c2=O)CCCC4)nc1C	-3	0	-9	-4	-1	-15	0	1	-3	-18	6
CCOC(=O)N/N=C(\C)c1ccc(C)o1	-21	1	-4	-16	-3	-4	-6	12	-17	6	-4
Cc1ccc(S(=O)(=O)N2CCC[C@H]2C(=O)Nc2ccc(F)cc2C)cc1	20	-5	25	-9	-7	-15	6	-4	11	23	-16

4 records drawn at random from the list so far:
SMILES	TWEAK-Fn14 inh	LMP1 NFkB inh	LRH-1 inv ag	TLR9-MyD88 block	NCOA3 inh	NR2F2 inh	C8 TRAIL sens	NOD2-RIPK2 inh	TROY signal inh	NCOA2 inhibitor	SRC1 inh
COc1ccc(CC(C(=O)Nc2cccc(F)c2)c2nn[nH]n2)c(OC)c1 (configuration not stated)	51*	-14	-4	-12	9	21	-10	-13	65*	-11	1
Cc1nc(Cl)sc1C(=O)Nc1ccc(C(F)(F)F)cc1	-7	9	15	-6	2	3	-6	7	-55	-17	-4
Cc1ccc(S(=O)(=O)N2CCC[C@H]2C(=O)Nc2ccc(F)cc2C)cc1	20	-5	25	-9	-7	-15	6	-4	11	23	-16
O=C(CCc1nnc2ccc(NCc3ccco3)nn12)Nc1ccccc1F	40	10	11	-2	-29	-5	8	6	-8	-3	-30

The list goes on.
SMILES	TWEAK-Fn14 inh	LMP1 NFkB inh	LRH-1 inv ag	TLR9-MyD88 block	NCOA3 inh	NR2F2 inh	C8 TRAIL sens	NOD2-RIPK2 inh	TROY signal inh	NCOA2 inhibitor	SRC1 inh
CCN(CC(=O)NC(C)(C)C)C(=O)c1ccc(Br)cc1	-1	-3	14	0	7	-19	3	-7	11	-6	-7
COc1cccc(N2CCN(CC(=O)NC(=O)NC3CCCCC3)CC2)c1	7	2	6	-5	21	-6	-16	-4	16	9	-7
COc1cc([N+](=O)[O-])ccc1N=Nc1c(N)[nH]n(-c2ccccc2)c1=O	-63	-41	8	nt	-7	15	10	-11	-69	-28	-3
O=C(COC(=O)COc1cccc(Br)c1)Nc1ccc(F)cc1F	6	1	2	-11	-5	-16	1	-7	17	-10	8
